Screens (PubChem)
p97 ATPase inh: inhibitors of human p97 ATPase | P55072 | recombinant p97 ATPase, Kinase-Glo ATP luminescence, 3 h | inhibition, % at 8 µM | actives 0.42% (n = 220,000) | AID 1481; in the data active = inhibition above about 15%;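 also: 0% = DMSO vehicle and 100% = wells lacking enzyme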
Target sequence (P55072 whole entry, looked up): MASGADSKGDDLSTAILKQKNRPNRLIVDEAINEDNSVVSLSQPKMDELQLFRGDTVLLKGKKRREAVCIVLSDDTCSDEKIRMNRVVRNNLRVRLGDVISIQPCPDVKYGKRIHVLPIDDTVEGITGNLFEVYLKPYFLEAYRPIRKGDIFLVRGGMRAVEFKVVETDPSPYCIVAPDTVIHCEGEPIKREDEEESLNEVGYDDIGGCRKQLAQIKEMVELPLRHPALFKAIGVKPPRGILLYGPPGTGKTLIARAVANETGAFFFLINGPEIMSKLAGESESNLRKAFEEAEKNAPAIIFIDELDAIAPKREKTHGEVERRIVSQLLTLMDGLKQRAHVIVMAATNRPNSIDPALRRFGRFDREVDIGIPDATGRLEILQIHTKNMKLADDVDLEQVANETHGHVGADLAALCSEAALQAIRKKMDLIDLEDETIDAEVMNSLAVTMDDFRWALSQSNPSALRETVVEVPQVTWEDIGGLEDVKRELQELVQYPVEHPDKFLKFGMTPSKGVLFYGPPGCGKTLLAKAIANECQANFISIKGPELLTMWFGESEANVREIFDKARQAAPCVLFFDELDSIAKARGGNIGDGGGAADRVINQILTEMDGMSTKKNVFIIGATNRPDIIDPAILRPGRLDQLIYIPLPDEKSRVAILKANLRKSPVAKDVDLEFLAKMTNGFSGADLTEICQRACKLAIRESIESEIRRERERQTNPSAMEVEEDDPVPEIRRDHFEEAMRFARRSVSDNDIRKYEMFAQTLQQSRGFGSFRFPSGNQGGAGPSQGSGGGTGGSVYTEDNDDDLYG
p47phox inh: p47phox (human) inhibition | P14598 | p47phox/p22phox peptide binding, fluorescence polarization, 2 h | inhibition, % at 24.7 µM | actives 0.53% (n = 220,000) | AID 1274;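 active = inhibition above about 30%, limit read from the data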;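 also: 0% = p47phox with labelled peptide and 100% = labelled peptide alone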
EP2 antag: inhibitors of human EP2 prostaglandin E2 receptor | P43116 | C6 glioma cells expressing human EP2, cAMP TR-FRET; cells stimulated with saturating PGE2 | inhibition, % at 25 µM | actives 0.52% (n = 260,000) | AID 1422;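 active = percent inhibition above 40 after rounding to a whole number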;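 also: rat C6 glioma host cells with rolipram phosphodiesterase inhibitor present; the protocol text gives 20 µM as final concentration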
BaF3 tox: reduces parental Ba/F3 cell viability, JAK2V617F counter-screen | CellTiter-Glo ATP luminescence | inhibition, % at 5.6 µM | actives 1.1% (n = 220,000) | AID 1486;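 active = inhibition above a per-campaign cutoff, the mean inhibition of all tested compounds plus 3 SD, cut at about 27% in these data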;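 also: 0% = DMSO wells and 100% = JAK Inhibitor I control wells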
PPC-1+TRAIL kill: compounds killing PPC-1 cancer cells with TRAIL present (potentiator screen, no TRAIL-free arm); PPC-1 cells + TRAIL, ATPLite viability luminescence; cell killing (% activity), % at 4 µM; actives 0.41% (n = 220,000);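 active = cell killing above 50% in the first pass at 4 µM, then a duplicate retest at 5 µM averaging 50% or more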;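 also: plate controls were cells with TRAIL plus DMSO for no effect and medium-only wells lacking cells for full effect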
RBBP9 inhibitor: human RBBP9 hydrolase inhibition; O75884; recombinant RBBP9, FP-Rh probe fluorescence polarization; inhibition, % at 7.94 µM; actives 0.2% (n = 220,000);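 active = inhibition above the campaign mean of all tested compounds plus 3 SD, cut at about 14% in these data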;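 also: plate controls were DMSO wells with RBBP9 for no effect and wells lacking RBBP9 protein for full effect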
Target sequence (O75884 whole entry, looked up): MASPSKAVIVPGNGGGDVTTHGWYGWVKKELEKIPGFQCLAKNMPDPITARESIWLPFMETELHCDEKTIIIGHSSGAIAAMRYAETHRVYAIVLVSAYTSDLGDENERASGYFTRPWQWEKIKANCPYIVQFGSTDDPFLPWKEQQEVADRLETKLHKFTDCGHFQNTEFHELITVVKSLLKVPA
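Controls: DMSO-treated enzyme wells and wells lacking RBBP9 | Material: RBBP9 protein | Technique: Fluorescence polarization | Replication: Single well per compound, no replicates | Buffer or medium: Tris-NaCl-Pluronic buffer, pH 8.0 | Timing: 30 min compound preincubation, 45 min probe labeling, 25 °C | Read-out basis: Percent inhibition from mP, scaled between DMSO and no-protein wells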
Furin inhibitor: blocks human furin protease activity; purified furin, fluorogenic substrate cleavage; inhibition, % at 30 µM; actives 0.061% (n = 220,000); AID 463115; in the data active = inhibition above about 25%; also: inactives centre near -15
Ba/F3 V617F tox: lowers viability of Ba/F3 cells expressing EpoR and JAK2V617F; ATP luminescence; inhibition, % at 5.6 µM; actives 1.1% (n = 220,000); AID 1446;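 active = inhibition above the campaign mean plus 3 SD over all tested compounds, cut at about 24% in these data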;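 also: cytokine-independent growth of Ba/F3 cells driven by EpoR plus mutant JAK2; 0% = DMSO-treated cells and 100% = JAK inhibitor I control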
TbHK1 inh: T. brucei hexokinase 1 inhibition; actives 0.11% (n = 220,000); recombinant TbHK1, G6PDH-coupled NADH A340; inhibition, % at 10 µM; AID 1430;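 active = inhibition of 50% or more in the single-dose primary screen; inactive = inhibition below 50%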
* hit, by the source's call; . = no result given; & = joins results of further samples; [ ] = another dose, or the depositor's remark. Only part of the results is shown (hit frequency here may not be typical).

SMILES	p97 ATPase inh	p47phox inh	EP2 antag	BaF3 tox	PPC-1+TRAIL kill	RBBP9 inhibitor	Furin inhibitor	Ba/F3 V617F tox	TbHK1 inh
N=C1C(=O)OCC1c1ccccc1NC(=O)c1ccc(F)cc1 (stereo unspecified)	-6	-2	10	8	41	1	1	3	31
CC(C)(C)c1ccc(S(=O)(=O)NCC(=O)N2CCN(C(=O)c3ccco3)CC2)cc1	-4	-11	6	3	16	-11	-16[20 µM]	1	-6
N#Cc1ccccc1NC(=O)COC(=O)CSc1nc2ccccc2o1	-6	0	6	6	19	-5	-17	6	-3
COc1ccc(-n2c(Cc3cccn3C)nnc2SCC(=O)Nc2ccc(F)cc2F)cc1	2	-7	7	6	7	-4	-17	-1	3
Nn1c(N2CCCCC2)nc2ccccc21	4	-17	13	4	-8	-1	-20[20 µM]	-2	3
COc1ccc(S(=O)(=O)Nc2ccc(S(=O)(=O)N3CCCCC3)cc2)cc1C	-3	-15	5	3	11	3	0[20 µM]	2	-5
CCOc1ccc(Nc2nc(Cc3nnc(SCC(=O)NC4CCCC4)n3C)cs2)cc1	-1	-12	7	-1	27	-12	-11[20 µM]	-3	-12
CC(=O)c1cccc(NC(=O)N2CCCC2C(=O)Nc2ccc3c(c2)OCO3)c1 (stereo unspecified)	5	-1	10&3	6	19	2	-11	-3	0
c1ccc(CNc2nc(-c3cccs3)nc3ccccc23)cc1	5	-26	13	6	23	-19	-10	4	8
O=C(Nc1nccs1)c1cc(S(=O)(=O)N2CCCCC2)ccc1Cl	7	-4	8	5	24	2	-10	-1	4
CCOc1ccc(CC(=NCCO)C2=C(O)CC(C)(C)CC2=O)cc1OCC	1	-7	2	3	8	-2	-11	-2	-1
Cc1cc2cc(CN(Cc3ccco3)C(=O)NCc3ccccc3)c(=O)[nH]c2cc1C	-6	-31	0&11	-3	2	-1	2	9	4
CCNC(=O)NC(=O)C(C)OC(=O)c1ccc(-n2nc(SC)sc2=S)cc1 (stereo unspecified)	2	-10	14	2	12	4	-15	0	-10
O=C(C1CCC(CNc2nc(=S)[nH]c3ccccc23)CC1)N1CCN(c2ccccn2)CC1 (stereo unspecified)	4	-7	.	3	-3	0	-18	5	-6
O=C(O)c1nn2cc(CCO)cnc2c1Cl	5	-4	16	4	.	-6	-20	0	-9
COc1ccccc1-c1nnn(CC#N)n1	-1	-1	7	1	4	-2	2	-3	52*
CCn1cc(CN2CCc3c([nH]c4ccccc34)C2c2cccc(O)c2)c(C)n1 (stereo unspecified)	0	1	7	3	4	-7	-14	-1	-7
CN(c1cccc(NC(=O)Nc2cccc(Cl)c2)c1)S(C)(=O)=O	4	-13	22	-3	24	-13	-4[20 µM]	-1	1
Cc1ccc(F)cc1NC(=O)N1CCN(c2ccnc3cc(Cl)ccc23)CC1	6	2	9	1	8	0	-2	-2	-11
O=C(CSc1ccc(-c2ccccn2)nn1)N1CCCc2ccccc21	-1	-7	7	0	4	-7	-11	2	1
Cc1ccc(C(=O)Nc2cccc([N+](=O)[O-])c2)cc1S(=O)(=O)Nc1cccc(C(=O)O)c1	3	4	3	3	-1	-12	-19	-3	-8
CN(CCO)c1nc(N)c2c(N)nc3c(c2c1C#N)CC(=O)N3C1CCCC1	7	-8	20	0	18	-4	-4[20 µM]	2	-14
Cc1ccc2nc(NC(=O)CCn3cccc3)sc2c1	2	-8	9	7	0	-2	-35	0	-4
CC(=O)O/N=C(\N)Cc1ccc(-c2csnn2)cc1	-5	6	11	-3	3	-15	-12	2	-2
COC(=O)c1scc(C)c1NC(=O)C1CCCCC1	-7	-14	12	1	8	-5	-19[20 µM]	0	-3
CCOc1ccccc1NC(=O)Cn1nnc(-c2ccc(OCC)c(OCC)c2)n1	-10	0	5	4	4	-8	-5	3	-3
O=C(Nc1ccc2c(c1)OCO2)N1CCN(c2ccc(F)cc2)CC1	4	-5	8	4	19	1	-20	0	-1
CCN(CC)S(=O)(=O)c1ccc(N2CCOCC2)c(NC(=O)c2ccc(C#N)cc2)c1	4	-6	2	7	8	-3	-22	-1	-1
N#CCSc1nc2c(c(=O)n1Cc1ccco1)C1(CCCC1)Cc1ccccc1-2	-2	.	13	4	13	-12	-5	1	-5
CC(=O)Nc1ccc2c(CN3C(=O)NC(C)(c4ccc(C)cc4)C3=O)cc(=O)oc2c1 (stereo unspecified)	0	1	7	0	-15	-3	-94	-1	-12
Cc1cc(N=CC2=C(O)CC(C)(C)CC2=O)no1	7	-8	17	0	-9	1	46*	-4	-3
O=C1CCc2ccc(NC(=O)C3CC3)cc2N1	7	5	6	5	-5	-4	-26	1	-2
O=[N+]([O-])c1cc2c(cc1C=Nc1ccccc1)OCO2	6	-3	11	3	-3	-1	-9	0	1
O=C(NNC(=O)c1ccccc1-c1ccccc1C(=O)O)c1ccccc1	7	4	2	1	18	1	-27	-6	0
Cc1noc(C)c1C(=O)OCC(=O)NC(=O)NC12CC3CC(CC(C3)C1)C2	6	-6	8	-2	11	7	-17	-3	-2
CCOc1ncccc1C(=O)Nc1ccc(F)cc1	0	-6	23	2	20	-7	-23	-2	-4
O=[N+]([O-])c1cc(S(=O)(=O)N2CCCCCC2)ccc1Cl	-5	-13	5	-5	56*	0	-8	1	8
O=C(c1ccccc1)N1CCCC(C(=O)N2CCc3ccccc3C2)C1 (stereo unspecified)	1	1	6	2	-6	-7	-23[20 µM]	-3	-7
COc1cc([N+](=O)[O-])cc(/C=N/NC(=O)CSc2ccccn2)c1O	7	-13	7	0	8	-3	-10	-3	-17
CC(=O)Nc1nc(C=C(Cl)Cl)cs1	5	-10	23	5	41	-5	-12	1	-2
c1ccc(C2=NNC(=NCc3ccc4c(c3)OCO4)SC2)cc1	2	-6	11	2	13	-5	-5	0	-10
O=[N+]([O-])c1cc([N+](=O)[O-])c2n[nH]c(-c3ccccc3)c2c1	5	-5	12	4	12	4	-32	-3	-6
Cc1ccc(C(=O)Cn2nc(C)c([N+](=O)[O-])c2C)c(C)c1	-2	-6	8	6	5	-8	-4	4	2
Nc1cc(C(=O)c2ccccc2)ccc1N1CCOCC1	-1	-12	11&20	2	9	-2	-6[20 µM]	-2	-18
CC(C)(C)NC(=O)CSC(=Nc1ccccc1F)NC#N	6	7	2	5	24	0	-15[20 µM]	0	-1
CCOc1cc(NS(=O)(=O)c2ccc(NC(C)=O)cc2)c(OCC)cc1NC(=O)C(C)C	-5	-8	8	9	-7	-14	-7[20 µM]	4	2
C/C(=N/OC(=O)c1ccc(C)cc1)C(=O)c1ccc(Br)cc1	7	-11	8	-2	16	6	-20	-6	1
Cc1cccc(CSCc2ccc(C(=O)NCC3CCCO3)o2)c1 (stereo unspecified)	-1	1	4	7	17	1	-2	5	11

For convenience, 4 of the compounds above.
SMILES	p97 ATPase inh	p47phox inh	EP2 antag	BaF3 tox	PPC-1+TRAIL kill	RBBP9 inhibitor	Furin inhibitor	Ba/F3 V617F tox	TbHK1 inh
O=[N+]([O-])c1cc(S(=O)(=O)N2CCCCCC2)ccc1Cl	-5	-13	5	-5	56*	0	-8	1	8
O=C(c1ccccc1)N1CCCC(C(=O)N2CCc3ccccc3C2)C1 (stereo unspecified)	1	1	6	2	-6	-7	-23[20 µM]	-3	-7
COc1cc([N+](=O)[O-])cc(/C=N/NC(=O)CSc2ccccn2)c1O	7	-13	7	0	8	-3	-10	-3	-17
CC(=O)Nc1nc(C=C(Cl)Cl)cs1	5	-10	23	5	41	-5	-12	1	-2

The listing continues.
SMILES	p97 ATPase inh	p47phox inh	EP2 antag	BaF3 tox	PPC-1+TRAIL kill	RBBP9 inhibitor	Furin inhibitor	Ba/F3 V617F tox	TbHK1 inh
O=C(COc1ncnc2sccc12)Nc1ccc(F)cc1F	-1	-4	-1	3	11	-7	-15	2	4
CCCCOc1ccc(C(=S)N2CCC(C(N)=O)CC2)cc1	0	1	0	3	38	3	-27	-2	-1
c1ccc(CSCc2cn3ccccc3n2)cc1	-2	0	5	3	-4[5 µM]	-2	-4	-1	7
CN(C(=O)c1ccncc1)c1nnc(-c2cnccn2)s1	-2	-4	10	7	-18	0	-7[20 µM]	0	-39
CC(C)(C)OC(=O)NC(CCCCNC=O)C(=O)O (stereo unspecified)	-5	-1	7	11	17	-7	-12[20 µM]	5	2
Cn1cccc1/C=N/NC(=O)Cc1cccc2ccccc12	1	-8	6	2	.	-4	-24	-1	-18
CCCOC(=O)C1=C(C)NC2=C(C(=O)CCC2)C1c1cccc(OC)c1OC (stereo unspecified)	-7	1	14	5	21	-11	-8	5	-2
COC(=O)Cn1c2ccccc2c2nc(=O)cc(C)n21	-1	7	5	0	6	3	-26	-4	-7
O=C(O)c1ccc(Cn2c(SCc3cc(=O)n4cc(Br)ccc4n3)nc3ccsc3c2=O)cc1	5	-56	37	0	9	-7	-22	-5	-2
S=c1[nH]nc(COc2cccc(Cl)c2)n1Cc1ccccc1	0	-9	7	6	37	-4	-22	2	-6
CN1CCN(c2ccc(C(=O)c3ccccc3)cc2[N+](=O)[O-])CC1	-2	-3	9	3	15	-7	-8	1	-23
CCOC(=O)c1ccc(NS(=O)(=O)c2cc(C)ccc2OC)cc1	-2	1	4	9	15	-5	-18[20 µM]	1	-2
CC1CN(Cc2ccccc2)C(C)CC1O (stereo unspecified)	5	-3	11&3	6	-5	0	-32	-1	-1
COc1ccc(-c2c(C(C)=O)c(C)nc3sc4c(=O)n(-c5ccc(C)cc5)nnc4c23)cc1	-4	-5	.	2	6	-1	-11[20 µM]	0	-16
Cn1cccc1CC(=O)NNC(=S)Nc1ccc(Cl)cc1	0	-8	3	2	0	-3	-8	-1	6
O=C(CSC1=NNC(c2ccccn2)S1)Nc1ccc(C(F)(F)F)cc1 (stereo unspecified)	0	-11	7	-2	3	-15	-2	-4	-45
OC(CSc1c(Cl)cccc1Cl)CN1CCN(c2ccc(F)cc2)CC1 (stereo unspecified)	-12	7	7	2	-5	-7	12[20 µM]	2	6
Cc1ccc(/C=N/c2sc(Cc3ccccc3)c(C)c2C(N)=O)o1	0	-17	5	8	19	5	-7	4	-2
COc1ccccc1OCCC(=O)OCC(=O)NC(=O)NC(C)(C)C	2	-18	8	7	10	0	-14	-1	-3
C#CCN(C)CCCOc1ccc(Cl)cc1Cl	0	-1	14&21	3	10	-4	-18	-2	0
COc1ccc(/C=C(/NC(=O)c2ccccc2)C(=O)N/N=C/c2sccc2C)cc1	10	-17	2	4	16	-11	-16	-1	-8
Cc1ccc(C)c(NS(=O)(=O)c2ccc3[nH]c(=O)[nH]c3c2)c1	2	-2	14	0	-7	2	-8	-1	0
Oc1cc2ccccc2nc1-c1ccccc1Cl	7	-17	10	2	6	-3	-28	2	-15
O=C(Oc1ccc2ccc(OC(=O)N3CCCCCC3)cc2c1)N1CCCCCC1	-6	3	15	6	2	-10	-1	0	5
COc1ccc(C(C#N)N2CCOCC2)cc1 (stereo unspecified)	1	-7	9&15	2	1	-6	-17[20 µM]	-5	4
CN1C2CCC1/C(=C\c1ccc(F)cc1)C(=O)/C2=C/c1ccc(F)cc1	6	3	9	1	-3	-1	-30	-4	2
CCOCCCNC(=O)C(c1ccc(C)cc1)N(Cc1ccc2c(c1)OCO2)C(=O)c1ccccn1 (stereo unspecified)	2	2	5	6	1	-5	-17	0	7
Cc1cccc(NS(=O)(=O)c2cc([N+](=O)[O-])ccc2C)n1	3	-4	3	7	17	-4	-27	0	-3
